Bioassay records: PubChem, several laboratories
procasp3 activ: activates human procaspase-3 | recombinant procaspase-3 D3A, Ac-DEVD-pNA absorbance 405 nm | 330,000 compounds, 0.11% hits | P42574 | activation, % at 8.5 µM;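 active = activation above the mean of all tested compounds plus 3 SD, cut at about 21% in these data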;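 also: 0% = DMSO alone and 100% = DMSO wells spiked with extra 5 µM PC-3 D3A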
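assay system = Procaspase-3 D3A mutant | signal = absorbance at 405 nm, 0 and 120 min | times = 1 h preincubation plus 2 h reaction at 25 °C | repeats = single replicate | read-out = % activation between DMSO and enzyme-spiked controls | medium = Zinc-free HEPES saline buffer with Triton X-100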
PP5 primary: inhibitors of human protein phosphatase 5 (PP5). P53041. purified PP5c, OMFP substrate fluorescence. inhibition, % at 6.7 µM. 320,000 compounds, 0.18% hits. AID 1987;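 active = inhibition above the campaign's mean inhibition across all tested compounds plus 3 SD, cut at about 9.5% in these data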;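 also: 0% = DMSO only and 100% = 100 µM cantharidin control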
proCasp7 act: counter-screen: procaspase-7 (human) activation. recombinant procaspase-7, Ac-DEVD-pNA absorbance 405 nm; D23A/D198A/D206A triple mutant, cannot self-cleave; scale: DMSO 0, 5 µM enzyme 100. activation, % at 8.5 µM. 330,000 compounds, 0.093% hits. P55210;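 active = percent activation above the screen-wide mean plus 3 SD, cut at about 25% in these data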
Target sequence (P55210 whole entry D23A/D198A/D206A): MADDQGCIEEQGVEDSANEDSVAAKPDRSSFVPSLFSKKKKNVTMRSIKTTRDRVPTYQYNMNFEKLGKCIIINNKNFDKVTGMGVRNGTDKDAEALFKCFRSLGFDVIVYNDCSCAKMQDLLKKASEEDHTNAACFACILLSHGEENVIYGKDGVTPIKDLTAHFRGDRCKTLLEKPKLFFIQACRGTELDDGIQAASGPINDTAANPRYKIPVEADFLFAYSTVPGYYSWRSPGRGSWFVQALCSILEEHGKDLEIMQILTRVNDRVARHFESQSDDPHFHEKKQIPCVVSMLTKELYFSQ
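System: Uncleavable procaspase-7 mutant enzyme; Amount: 2 µM procaspase-7 mutant as dispensed; Schedule: 1 h compound preincubation, 2 h substrate cleavage, 25 °C; Measured by: 405 nm absorbance of p-nitroaniline; Evaluation: percent activation from buffer-corrected 0–120 min absorbance change; Control set: low DMSO alone, high DMSO plus 5 µM PC-7.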
Efflux pump mplx: blocks antifungal efflux pumps in multiplex yeast assay; S. cerevisiae Candida pump triplex, Nile Red efflux; 330,000 compounds, 0.44% hits; AID 485275; inhibition, % at 10 µM;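 active = plate passing quality check with inhibition over a set limit, or well fluorescence over plate mean plus 4 SD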;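 also: Nile Red retained in pooled yeast measured as flow cytometry median fluorescence; 0% = buffer negative control and 100% = Enniatin B positive control; higher means more Nile Red kept so more efflux inhibition; some compounds called inactive have numbers as strong as hits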
Fh CTSL1 inh: cathepsin L1 inhibition, PFM18AAP counter-screen; recombinant F. hepatica cathepsin L1, Z-Leu-Arg-MCA fluorescence; inhibition, % at 5.96 µM; 300,000 compounds, 0.49% hits; AID 1906;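 active = inhibition above the mean of all tested compounds plus 3 SD, set per screening campaign, cut at about 17% in these data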;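 also: 0% = plate median of test compound wells and 100% = 1 µM Z-Phe-Ala-diazomethylketone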
core dimer inh: HCV core protein dimerization inhibition | AID 1899 | TR-FRET GST/Flag-core106 dimerization, 1536-well | 300,000 compounds, 0.33% hits | inhibition, % at 5 µM;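 active = inhibition above the mean of all tested compounds plus 3 SD, set per screening campaign, cut at about 45% in these data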
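System: GST/Flag-tagged HCV core106 proteins. Incubation: compound-protein-antibody incubation 4 h at 22.5 °C. Technique: HTRF with 340 nm excitation, 617/671 nm emission. Medium: KF-containing HEPES buffer, pH 7.45, DTT, CHAPS, BSA. Read-out: inhibition (%) from 671 over 617 nm ratio. Also added: Eu(K)-anti-GST 90 ng/mL plus XL665-anti-Flag 1 µg/mL.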
PP1 counter: blocks human PP1-alpha phosphatase, a PP5 counter-screen; P62136; purified PP1alpha, OMFP fluorescence; inhibition, % at 6.7 µM; 320,000 compounds, 0.9% hits; AID 2235;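 active = inhibition above the mean inhibition of all tested compounds plus 3 SD, computed separately for each screening campaign, cut at about 15% in these data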
Target sequence (P62136 whole entry, looked up): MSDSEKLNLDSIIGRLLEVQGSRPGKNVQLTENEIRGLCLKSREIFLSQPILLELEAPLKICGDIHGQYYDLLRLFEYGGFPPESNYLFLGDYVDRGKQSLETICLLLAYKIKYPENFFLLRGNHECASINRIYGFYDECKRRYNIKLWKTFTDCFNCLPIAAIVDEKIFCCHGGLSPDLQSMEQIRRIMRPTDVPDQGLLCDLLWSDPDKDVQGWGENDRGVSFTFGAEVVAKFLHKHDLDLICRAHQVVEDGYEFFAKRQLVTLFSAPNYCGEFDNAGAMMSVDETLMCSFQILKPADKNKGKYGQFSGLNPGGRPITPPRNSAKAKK
GASC-1 inh: human JMJD2C demethylase inhibition | Q9H3R0 | GST-JMJD2C(1-420) H3K9me3 demethylation, DELFIA europium | inhibition, % at 2.35 µM | 330,000 compounds, 0.069% hits | AID 2099;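 active = more than half of a compound's replicate wells show inhibition beyond 50%, single wells judged on their own value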;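 also: signal counts dimethyl H3K9 product captured on neutravidin plate; 0% = median of DMSO wells and 100% = 0.3 times that DMSO median; strong numbers were not always called active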
Target sequence (Q9H3R0 1-420 limits assumed): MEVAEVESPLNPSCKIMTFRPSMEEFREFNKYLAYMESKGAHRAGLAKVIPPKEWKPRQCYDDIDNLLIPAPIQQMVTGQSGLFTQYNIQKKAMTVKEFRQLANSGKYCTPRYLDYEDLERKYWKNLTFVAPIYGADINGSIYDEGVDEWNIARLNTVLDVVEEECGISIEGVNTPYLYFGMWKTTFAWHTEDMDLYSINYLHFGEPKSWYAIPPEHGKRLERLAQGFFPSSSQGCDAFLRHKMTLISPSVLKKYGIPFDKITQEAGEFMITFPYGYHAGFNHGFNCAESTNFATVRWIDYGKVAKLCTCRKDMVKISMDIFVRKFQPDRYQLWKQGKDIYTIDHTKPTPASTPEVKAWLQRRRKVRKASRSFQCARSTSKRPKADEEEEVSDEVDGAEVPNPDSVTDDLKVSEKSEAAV
TPT1 inh: inhibitors of Candida albicans tRNA 2'-phosphotransferase TPT1; recombinant caTPT1, FP RNA substrate dephosphorylation; inhibition, % at 5 µM; AID 1962; 300,000 compounds, 0.81% hits;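 active = inhibition above the mean of all tested compounds plus 3 SD, set per screening campaign, cut at about 24% in these data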;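 also: plate controls were DMSO alone for no effect and ferristatin control at 100 nM for full effect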
An asterisk follows results filed as active; . = no result given. Compounds as they come. Share with any hit: about 2.9%.

SMILES | procasp3 activ | PP5 primary | proCasp7 act | Efflux pump mplx | Fh CTSL1 inh | core dimer inh | PP1 counter | GASC-1 inh | TPT1 inh
CCOc1ccc(CCNC(=O)C2CCN(S(=O)(=O)N3CC(C)CC(C)C3)CC2)cc1OCC (stereo unspecified) | 1.0 | 0.2 | 9.8 | 0.1 | -1.9 | 10.1 | 0.6 | -2.4 | -0.4
O=c1cc(NCc2ccco2)c2ccccc2o1 | -5.7 | 1.8 | 3.1 | 0.0 | 0.6 | -1.2 | -2.1 | -2.1 | 2.3
CN(Cc1ccccc1OCCO)CC1CCCN(CCc2ccc(Cl)cc2)C1 (stereo unspecified) | 1.9 | 0.8 | 5.7 | 0.0 | 3.1 | 1.6 | 1.4 | 2.1 | -2.2
S=c1[nH]cc(-c2ccccc2)[nH]1 | -0.5 | 0.4 | -10.3 | -0.1 | 2.6 | -3.3 | -3.4 | 2.6 | -1.9
O=C(O)CSCCc1ccccn1 | -6.2 | 0.1 | 7.5 | -0.1 | 1.8 | -4.6 | 0.5 | -0.8 | -5.8
COc1cc(NC(=O)CN2C(=O)C(c3ccccc3)=NC23CCCCCC3)cc(OC)c1 | 3.0 | -1.6 | 7.8 | -0.5 | -1.6 | 1.7 | 5.3 | -14.0 | 1.4
COc1ccc(CCNC(=O)c2ccnc(C(C)(C)C)c2)cc1OC | -0.6 | -3.6 | -4.5 | -0.1 | -1.8 | 0.1 | -3.8 | -2.7 | -2.9
Cc1ccc(C(=O)C2OC(=O)C(C)(C)C(=O)C2(C)C)cc1 (stereo unspecified) | -3.3 | -1.1 | 13.2 | -0.1 | -1.4 | -4.8 | -4.2 | 0.4 | -1.9
COc1ccccc1COCC(O)CNCCc1ccc(C(F)(F)F)cc1 (stereo unspecified) | -11.7 | 1.6 | -7.1 | -1.2 | 6.1 | -0.1 | 1.4 | 1.7 | 0.7
Cc1ccsc1C(C(=O)NCc1ccccc1)N(C(=O)c1csnn1)c1ccccc1 (stereo unspecified) | 1.7 | 1.5 | 8.6 | -0.1 | 0.8 | 2.8 | 1.8 | -10.5 | -1.3
COC(=O)C(CCSC)NC(=O)CNS(=O)(=O)c1ccc(Cl)cc1 (stereo unspecified) | -3.2 | -1.4 | 5.9 | 0.0 | -3.6 | -3.1 | -3.4 | 5.3 | -1.0
CCOc1ccc(Cc2nnc(SCC(N)=O)n2C)cc1 | 6.9 | -0.9 | 4.2 | -0.3 | 1.6 | -3.0 | -1.7 | -6.3 | 0.8
O=C(O)CC(Cc1ccc(Cl)cc1)C(=O)NCC12CC3CC(CC(C3)C1)C2 (stereo unspecified) | -4.4 | -2.4 | -1.8 | -0.1 | 0.8 | 3.5 | 2.9 | 5.0 | -3.1
COCCN1C(=O)N[C@H](c2cccc(C(F)(F)F)c2)C(C(=O)OC)=C1C | -3.4 | 2.1 | 4.7 | . | -2.2 | -0.1 | -2.3 | -5.2 | -3.7
COc1ccccc1NS(=O)(=O)c1cc(NC(=O)C(C)(C)C)ccc1N1CCOCC1 | 7.5 | 0.5 | 1.3 | -0.1 | -7.0 | -1.5 | -3.5 | -8.1 | -1.6
O=C(Cn1nnc(-c2ccc(F)cc2)n1)OCC(=O)c1ccccc1 | 0.2 | 0.5 | 2.9 | 0.0 | -12.8 | 4.3 | -1.5 | -0.9 | -1.2
O=C(N=C1N=C2C=CC=CN2Cc2ccccc21)c1ccc(S(=O)(=O)N2CCOCC2)cc1 | 8.0 | 0.8 | 11.1 | 0.0 | -0.3 | 5.6 | 1.7 | 3.7 | 2.5
CC(C)(C)c1ccc(-c2nnc(NC(=O)c3ccccc3)s2)cc1 | 3.1 | 1.1 | 9.6 | -0.1 | -2.5 | -1.9 | 0.0 | -6.6 | -2.1
O=C(N/N=C/c1ccc(Cl)cc1Cl)C(=O)NC1CC1 | -0.9 | 0.0 | -17.8 | 0.0 | -0.9 | 1.2 | -0.6 | -6.6 | 0.7
O=C(Cn1cc(S(=O)(=O)Cc2ccccc2)c2ccccc21)Nc1ccccc1 | -1.3 | 3.1 | -0.1 | 0.5 | -1.9 | 40.0 | 4.7 | -2.3 | -2.2
CCOc1ccc(C(=S)NC2CCCCC2)cc1 | 2.3 | 3.1 | 7.3 | 0.0 | 1.2 | -3.5 | -2.1 | 37.1 | -2.9
COc1ccc(Nc2c(-c3ccc(OC)cc3)nc3cnccn23)cc1 | -5.0 | 2.1 | 7.4 | 0.1 | -1.0 | -6.0 | -3.6 | -5.6 | -0.6
Cc1cc(C)cc(NC(=O)c2ccc3c(c2)CCN3S(C)(=O)=O)c1 | 4.5 | 0.5 | 11.2 | -0.1 | 0.6 | 1.2 | -2.9 | -30.2 | -4.6
CC1CC(C)(C)NC(=S)N1CCC(=O)N1CCc2ccccc21 (stereo unspecified) | 1.6 | -2.3 | 5.0 | 0.0 | -3.2 | -5.0 | -3.9 | 6.0 | -1.3
COCCNC(=O)c1ccc(N2CC3CC(C2)c2cccc(=O)n2C3)c(NC(=O)c2c(F)cccc2F)c1 (stereo unspecified) | 10.4 | 0.0 | 6.2 | 0.0 | 2.3 | -4.5 | -2.4 | 57.9 | -1.8

Quoted from the entries so far (two entries):
SMILES | procasp3 activ | PP5 primary | proCasp7 act | Efflux pump mplx | Fh CTSL1 inh | core dimer inh | PP1 counter | GASC-1 inh | TPT1 inh
CCOc1ccc(CCNC(=O)C2CCN(S(=O)(=O)N3CC(C)CC(C)C3)CC2)cc1OCC (stereo unspecified) | 1.0 | 0.2 | 9.8 | 0.1 | -1.9 | 10.1 | 0.6 | -2.4 | -0.4
O=c1cc(NCc2ccco2)c2ccccc2o1 | -5.7 | 1.8 | 3.1 | 0.0 | 0.6 | -1.2 | -2.1 | -2.1 | 2.3

The results go on.
SMILES | procasp3 activ | PP5 primary | proCasp7 act | Efflux pump mplx | Fh CTSL1 inh | core dimer inh | PP1 counter | GASC-1 inh | TPT1 inh
CC(C)(C)NC(=O)C(c1ccco1)N(C(=O)Cn1nnc(-c2ccc(F)cc2)n1)c1ccccc1 (stereo unspecified) | -7.5 | -3.3 | -3.9 | -0.2 | 11.8 | 4.4 | -4.4 | . | -4.1
CCCCCN(C(=O)CCC(=O)OCC(=O)N(C)c1ccccc1)c1c(N)n(CCCC)c(=O)[nH]c1=O | 3.3 | -0.6 | 7.2 | 0.0 | 2.9 | 0.7 | -4.1 | -2.4 | 0.1
NS(=O)(=O)c1ccc(CCNC(=O)Cn2c(=O)c3cccn3c3cccnc32)cc1 | -8.7 | 1.6 | -1.9 | 0.0 | 2.4 | -4.2 | -1.5 | 5.9 | 1.7
O=C(NC12CC3CC(CC(C3)C1)C2)C1=COCCO1 | 4.6 | 3.1 | 0.5 | -0.1 | -1.7 | -1.2 | -3.0 | -1.7 | -2.3
CC1(OC(=O)CCc2ccccc2)C(=O)C=C2C=C(c3ccc(C#N)cc3)N(C3CCCC3)C=C2C1=O (stereo unspecified) | -1.8 | 8.7 | -8.7 | 0.2 | -0.9 | 21.2 | 1.9 | 1.3 | -1.0
Cc1ccnc(NC(=O)c2cc(S(=O)(=O)NCc3ccccc3)ccc2C)c1 | -1.1 | 1.9 | -3.3 | -0.2 | . | . | -2.5 | 1.9 | .
CCCCN1C(=N)N([C@@H](C)CN2CCC[C@H]2CN2C(N)=NC[C@@H]2Cc2ccccc2)C[C@H]1[C@H](C)CC | -3.0 | . | 4.4 | 0.0 | . | . | . | -40.8 | .
CN(C)/C=C1/C(=O)Nc2ccccc21 | 3.4 | -1.2 | 4.2 | 0.0 | 1.6 | 0.1 | -3.4 | 9.6 | -3.0
COCCN(C(=O)CSc1n[nH]c(-c2ccc(OC)cc2)n1)c1c(N)n(Cc2ccccc2)c(=O)[nH]c1=O | 2.7 | 2.1 | 1.9 | -0.1 | -2.1 | -1.9 | -4.8 | -7.4 | 6.9
Cc1csc(NC(=O)CCn2c(=O)oc3ccccc32)n1 | 7.5 | 0.0 | 4.0 | -0.2 | 1.8 | 5.8 | 2.4 | 3.8 | -1.6
Cc1ccc(S(=O)(=O)N2CCC(NC(=O)C3CCCCC3)CC2)cc1 | 1.5 | 0.4 | -7.6 | 0.1 | 0.1 | -3.6 | -3.8 | -4.4 | 2.1
S=C(Nc1cc(Cl)cc(Cl)c1)N1CCCC1 | 2.4 | 1.7 | -0.7 | 1.3 | 2.2 | 1.3 | -1.6 | -9.4 | -2.3
N#CCCn1cc(C=C(C#N)C#N)c(-c2ccc(Cl)cc2)n1 | -1.8 | 1.0 | -5.1 | 0.2 | -2.1 | 9.6 | 0.5 | 0.8 | -0.2
Clc1ncc(Cn2cccn2)s1 | 9.1 | -0.3 | 4.6 | -0.1 | -2.7 | 1.6 | -2.9 | 16.0 | -2.2
CCC(C)N(C(=O)COc1ccc(-c2nnco2)cc1)C1CCS(=O)(=O)C1 (stereo unspecified) | -11.4 | -0.2 | 2.3 | -0.1 | -5.5 | -10.1 | 1.8 | -3.3 | -1.2
CSc1ncccc1C(=O)OCC(=O)c1ccc2c(c1)NC(=O)CO2 | -1.8 | -0.7 | -3.3 | -0.1 | -5.9 | -0.3 | -6.3 | -0.1 | -2.7
O=C(NCC1CCCO1)c1ccccc1OCc1ccc(Cl)cc1 (stereo unspecified) | 4.0 | 1.8 | 11.4 | 0.0 | 1.2 | 1.8 | -0.8 | 3.2 | -1.2
CCOc1ccc(/C=N/NC2=NCCCCC2)cc1 | 0.2 | 4.6 | 5.8 | -0.2 | -1.3 | -1.6 | -0.1 | 5.1 | 1.5
CCOc1ccc(-n2c(C)c(C(=O)OC)c3cc(O)ccc32)cc1 | 2.5 | 2.2 | 1.7 | -0.2 | -7.3 | 4.6 | 1.5 | -0.9 | 0.9
O=C1CN(C(=O)COc2ccccc2)CCN1 | 4.7 | -1.0 | 3.0 | -0.1 | -4.6 | 0.2 | -1.2 | 4.9 | -2.6
O=C(NCc1ccc(F)cc1)c1cccs1 | 14.4 | 0.3 | 9.0 | 0.0 | -3.8 | -11.2 | -0.8 | 0.9 | -5.4
c1ccc(Cn2ccnc2-c2ccco2)cc1 | 9.7 | 0.7 | 0.8 | 0.0 | -3.4 | -4.1 | -0.4 | -1.3 | 1.9
C=CCOC(=O)C(=O)/C=C/c1ccc2c(c1)Cc1ccccc1-2 | -2.4 | 2.0 | -1.3 | -0.1 | 4.2 | 4.8 | 21.4* | 2.0 | -1.3
Cc1c(N=C2SCC(=O)N2/N=C\c2ccc(Br)cc2)c(=O)n(-c2ccccc2)n1C | -0.6 | 2.0 | 3.5 | -0.1 | 2.0 | 0.1 | -1.6 | 12.3 | -0.9
COc1cccc(C=O)c1OCCCOc1cccc2cccnc12 | 9.5 | 2.6 | -4.5 | 0.6 | -1.2 | 6.9 | 1.3 | 12.0 | -3.7
